POLI inh = qHTS for Inhibitors of Polymerase Iota. DNA polymerase iota (Homo sapiens), Q9UNA4. Pol iota fluorescent replication assay, 10 min. Potency, µM (doses to about 115 µM), inactives show at the highest dose activity, negative = inhibition, actives largely listed as inhibitors. 390,000 compounds, 1% hits. AID 588590, 2011; further: potency means the concentration at half of the fitted maximal effect
Target sequence (Q9UNA4 whole entry, looked up): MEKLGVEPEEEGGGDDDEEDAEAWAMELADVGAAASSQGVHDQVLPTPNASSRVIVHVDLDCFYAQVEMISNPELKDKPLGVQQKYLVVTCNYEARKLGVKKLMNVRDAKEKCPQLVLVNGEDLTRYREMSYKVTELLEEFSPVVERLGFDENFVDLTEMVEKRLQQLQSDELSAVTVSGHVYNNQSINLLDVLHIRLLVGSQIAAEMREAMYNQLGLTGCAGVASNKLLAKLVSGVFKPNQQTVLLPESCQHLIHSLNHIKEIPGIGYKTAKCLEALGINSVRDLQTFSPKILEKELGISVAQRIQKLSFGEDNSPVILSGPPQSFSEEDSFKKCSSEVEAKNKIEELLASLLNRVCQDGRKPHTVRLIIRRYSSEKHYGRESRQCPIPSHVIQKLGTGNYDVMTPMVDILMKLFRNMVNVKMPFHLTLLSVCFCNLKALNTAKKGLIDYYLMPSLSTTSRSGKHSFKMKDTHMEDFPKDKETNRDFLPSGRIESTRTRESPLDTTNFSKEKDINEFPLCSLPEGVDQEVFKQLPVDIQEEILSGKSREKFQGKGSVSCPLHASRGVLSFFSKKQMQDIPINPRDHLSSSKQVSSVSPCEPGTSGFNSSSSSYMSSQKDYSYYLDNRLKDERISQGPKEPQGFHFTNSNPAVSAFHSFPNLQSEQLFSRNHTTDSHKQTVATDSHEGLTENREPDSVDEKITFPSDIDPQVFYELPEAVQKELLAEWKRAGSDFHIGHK
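Pol iota at 10 nM preincubated 15 min with compounds at room temperature; reaction started with fluorescent substrate, 50 nM final. Fluorescence read kinetically at 0 and 10 min; buffer-only wells as negative control.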
Anesthetic bind = qHTS Assay for Identification of Novel General Anesthetics; Ferritin light chain (Equus caballus), P02791; apoferritin/1-aminoanthracene competitive binding, fluorescence; Potency, µM (top dose mostly 77.5 µM), inactives show top-dose activity change, negative = displacement, hits mostly inhibitors; 350,000 compounds, 0.074% hits; AID 485281, 2010; further: potency means the concentration at half of the fitted maximal effect; on the % scale 0 is the no-effect control and ±100 the full control effect; nearly all actives have a fitted effect of over 20% in size
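Horse-spleen apoferritin (10 uM) was mixed with 50% saturated 1-aminoanthracene in PBS, exposed to compounds for 10 min at room temperature, and read for fluorescence (ex 380 nm, em 535 nm). Competitive displacement was fitted with a four-parameter Hill equation.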
TRHR agonist = qHTS for Small Molecule Agonists and Allosteric Enhancers of Human TRH Receptor: Primary Screen for Agonists | TRHR cells, calcium flux fluo-8, FDSS agonist mode | activation, % at 2 µM | 360,000 compounds, 0.18% hits | AID 493084, 2011; in the data active means activation above about 30%; further: 0% is about no effect
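In this calcium-flux screen, cells bearing human TRHR are dye-loaded with fluo-8, baselined for 10 cycles, then exposed to library compounds; positive kinetic calcium responses during the agonist phase mark hits, with TRH as control.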
APE1 inh = qHTS Assay for Inhibitors of the Human Apurinic/apyrimidinic Endonuclease 1 (APE1) | DNA repair nuclease/redox regulator APEX1 (Homo sapiens), P27695 | recombinant APE1, TAMRA/BHQ-2 abasic DNA cleavage fluorescence | Potency, µM (doses to about 65.8 µM), inactives show at the top dose activity change, negative = inhibition, usual class: inhibitors | 350,000 compounds, 0.35% hits;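 further: potency means the concentration at half of the fitted maximal effect; plate controls were vehicle for no effect and reference inhibitor for full effect; nearly all actives have a fitted effect of over 55% in size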
Target sequence (P27695 whole entry, looked up): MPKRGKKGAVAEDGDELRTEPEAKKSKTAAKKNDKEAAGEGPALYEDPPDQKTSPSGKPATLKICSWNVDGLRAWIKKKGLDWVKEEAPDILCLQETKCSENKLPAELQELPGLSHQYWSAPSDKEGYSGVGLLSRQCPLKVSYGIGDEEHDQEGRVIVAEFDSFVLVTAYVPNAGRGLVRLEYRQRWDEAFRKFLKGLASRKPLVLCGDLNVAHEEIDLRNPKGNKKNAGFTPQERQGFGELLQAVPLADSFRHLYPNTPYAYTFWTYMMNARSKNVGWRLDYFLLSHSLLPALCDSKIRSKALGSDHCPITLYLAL
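APE1 at 0.75 nM preincubated 15 min at room temperature with compound. Reaction then started with 50 nM double-stranded THF-abasic substrate labelled with TAMRA/BHQ-2, and 525/598 nm fluorescence read kinetically. Activity taken as third-minus-first read difference, normalized to DMSO and NSC13755 controls.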
POLK inh = qHTS for Inhibitors of Polymerase Kappa. DNA polymerase kappa (Homo sapiens), Q9UBT6. purified Pol kappa, fluorescent DNA synthesis assay, 10 min. Potency, µM (highest dose often 107 µM), inactives show at the highest dose activity, negative = inhibition, hits mostly inhibitors. 400,000 compounds, 0.53% hits; further: potency means the concentration at half of the fitted maximal effect; on the % scale 0 is the no-effect control and ±100 the full control effect
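Activity was followed as the change in fluorescence between reads at 0 and 10 min after starting the reaction with 50 nM substrate. Beforehand, 10 nM polymerase had been preincubated with compound for 15 min at room temperature.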
ERG Ets-DNA blk = qHTS for Small Molecule Inhibitors of the ERG Ets/DNA interaction | fluorescence polarization, His-ERG Ets domain / labelled DNA | 370,000 compounds, 0.028% hits | Potency, µM (doses to about 76.9 µM), for inactives: top-dose FP activity, negative = inhibition, actives largely listed as inhibitors; active means well fitted inhibition curve with a large enough effect in the polarisation, with a control signal flat; inconclusive means small, poorly fitted or top-dose-only effect, or effect the other way, or a change in a side signal; inactive means no such curve, though single readings can be large or run the other way; the % refers to the polarisation;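 further: polarization taken with two DNA probes labelled with fluorescein and Texas red; potency means the concentration at half of the fitted maximal effect; % of control where 0% means no effect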
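His-tagged ERG Ets domain (1 uM in the protein solution; 300mM KCl, 50mM Tris-HCl, 1mM EDTA, 1mM DTT, pH 7.5) received compound, then a probe mix of 5 nM fluorescein-DNA and 100nM Texas-615-DNA. Fluorescence polarization was read for both dyes.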
12-LOX inh = Primary qHTS assay for inhibitors of human arachidonate 12S-lipoxygenase (ALOX12): Round 2. Polyunsaturated fatty acid lipoxygenase ALOX12 (Homo sapiens), P18054. purified 12hLO, xylenol orange hydroperoxide absorbance. Potency, µM (doses to about 108 µM), for the others: at the top dose activity change, negative = inhibition, usual class: inhibitors. 580,000 compounds, 1.1% hits. AID 1671190, 2021; further: potency means the concentration at half of the fitted maximal effect; on the % scale 0 is the no-effect control and ±100 the full control effect
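Purified human 12hLO (150 nM final) in 25 mM Hepes, 0.01% Triton X-100, pH 7.0 was preincubated 15 min at room temperature with compound. Then 40 uM arachidonic acid was added, 30 min. Hydroperoxide was read by Fe-XO absorbance ratio 573/405 nm.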
BLM helicase inh = qHTS Assay for Inhibitors of Bloom's syndrome helicase (BLM) | RecQ-like DNA helicase BLM (Homo sapiens), P54132 | recombinant BLM DNA unwinding, fluorescence dequenching | Potency, µM (highest dose often 56.1 µM), for the others: at the top dose activity change, negative = inhibition, hits mostly inhibitors | 350,000 compounds, 0.2% hits | AID 2528, 2010;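 further: potency means the concentration at half of the fitted maximal effect; plate controls were vehicle for no effect and no enzyme for full effect; nearly all actives have a fitted effect of over 35% in size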
POLB inh = qHTS Assay for Inhibitors of DNA Polymerase Beta; P06746; Pol beta primer extension/strand displacement, fluorescence kinetic; Potency, µM (doses to about 114 µM), without a hit: at the highest dose activity change, negative = inhibition, hits mostly inhibitors; 340,000 compounds, 1.3% hits; AID 485314, 2010; further: potency means the concentration at half of the fitted maximal effect; on the % scale 0 is the no-effect control and ±100 the full control effect
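Homogeneous kinetic assay of primer extension and strand displacement by 10 nM Pol beta, preincubated 15 min at room temperature with compound before 50 nM substrate (final) was added. Read at 0 and 10 min; four-parameter Hill fit.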
Numbers without * were called inactive; ? = inconclusive; nt = not tested or not shown; [ ] = another dose, or the depositor's remark. Unless noted, the call rests on the fitted dose curve; in most records, active means well fitted curve in the direction sought with a large enough effect; inconclusive means small, poorly fitted or top-dose-only effect, or another doubt; inactive means no such curve, though single readings can be large; an effect the other way counts as inactive or inconclusive.

SMILES | TRHR agonist | POLI inh | POLK inh | 12-LOX inh | Anesthetic bind | APE1 inh | POLB inh | BLM helicase inh | ERG Ets-DNA blk
Cc1csc(N(C)C(=O)CSc2nnc(COc3ccccc3C)o2)n1 | -0.7 | 2% | -7% | 4% | ? | -4% | -12% | -5% | -13%
O=C1NC(=S)S/C1=C/c1ccc(Oc2cnccn2)cc1 | -0.3 | 9% | 4% | -12% | -7% | 2% | -2% | 1% | 15%
Cc1cccc(C(=O)Nc2ccc(OCc3cc(=O)n4ccsc4n3)cc2)c1 | -0.9 | 33% | -5% | -17% | -5% | nt | 0% | -2% | 0%
Nc1cc(N)nc(SCC(=O)c2ccc3c(c2)NC(=O)CO3)n1 | -0.4 | -14% | 5% | -4% | -15% | -3% | 10% | 0% | 9%
COc1ccc(C(=O)N/N=C(\C)CC(=O)NC2CCCCC2)c(OC)c1 | -0.5 | 10% | -14% | 13% | -22% | 3% | 25% | 1% | -4%
CCOC(=O)C1CCN(C(=O)COc2cccc(C)c2)CC1 | 0.3 | -19% | -3% | -6%[57.4 µM] | -5% | 3% | 25% | -3% | nt
CN(CCCNC(=O)c1ccc(N2CCCC2=O)cc1)c1ccccc1 | -0.1 | 1% | -2% | 0% | 2% | 0% | 11% | -9% | 7%
O=c1c2ccccc2ncn1Cc1cccc2ccccc12 | -0.1 | -3% | -12% | -1% | ? | 11% | 1% | -6% | -6%
CC(=O)c1cccc(CN2CCN(C3CCCCC3)C(CCO)C2)c1 (stereo not drawn) | 0.5 | 18% | 4% | -5% | 4% | 2% | 14% | 0% | 2%
COCCNC(=O)c1cc2c(=O)n3cccc(C)c3nc2n(Cc2ccncc2)c1=N | 0.2 | -3% | -2% | ? | 973%[activator] | -7% | -22% | 20% | -5%
CCC(C(=O)Nc1cccc(-c2cn3cccnc3n2)c1)c1ccccc1 (stereo not drawn) | -0.2 | 5% | 0%[60.1 µM] | -18% | 77%[activator] | nt | -17% | -4% | 2%
O=C(Nc1cccc(C(=O)O)c1)Nc1cccc2ccccc12 | 0.2 | 42%[activator] | -10% | 0% | 8% | -6% | 6% | -1% | 7%
CC(=O)c1cc(C#N)c(Oc2cc(C)cc(C)c2)nc1C | -0.8 | 2% | -15% | -13% | ? | -6% | 12% | -1% | -1%
COc1ccc(OC)c(NC(=O)CCCOc2cc(=O)n(C)c3ccccc23)c1 | -0.6 | 12% | -23% | -18% | -5% | nt | -9% | 2% | -6%
COc1ccc(-c2nc3ccccc3s2)cc1NC(=O)c1ccccc1F | -0.1 | -14% | 3% | ? | 5% | nt | ? | ? | -3%
CCN1C(=O)c2ccc(-c3nc4ccccc4c(=O)o3)cc2C1=O | -2.2 | ? | 7% | -2% | -7% | -3% | -8% | -4% | -11%
O=C(Nc1ccc(S(=O)(=O)O)cc1)c1ccc2c(c1)S(=O)(=O)c1ccccc1C2=O | nt | 8% | -3% | ? | nt | nt | nt | nt | 12%
CSc1sc(C(=O)N(C)C)c2c1S(=O)(=O)N(C)c1ccccc1-2 | -0.7 | 125%[activator] | -9% | 78%[activator] | 0% | 2% | 6% | 1% | -7%
CCOC(=O)N1CCC(NC(=O)c2cc(C(=O)Nc3ccc(F)cc3F)ccc2CO)CC1 | 0.5 | 23% | 2% | 2% | -1% | -6% | 10% | -1% | -4%
Cc1ccc(S(=O)(=O)N2CCCCC2C(=O)N2CCN(c3ccccc3F)CC2)cc1 (stereo not drawn) | -1.0 | 24% | -11% | -14% | -6% | -2% | -1% | -5% | 3%
O=C(N/N=C/c1ccc(-n2ccnc2)cc1)c1cccs1 | 0.3 | 35%[activator] | 3% | 3% | -5% | 38% | -16% | 4% | -3%
O=C(Cc1ccc(Cl)cc1)Nc1ccccc1C(=O)Nc1ccc(C(=O)O)cc1 | -0.5 | 33% | -8% | -8% | 2% | -4% | 30% | -9% | -8%
O=C(CC1C(=O)NCCN1Cc1ccccc1)NCCN1CCCCC1=O (stereo not drawn) | -0.2 | 29% | 7% | -5% | -5% | -19% | 2% | 2% | -18%
Cc1cc(=O)n2nc(N3CCCC3C(=O)Nc3ccccc3C)sc2n1 (stereo not drawn) | 0.1 | -25% | -12% | -9% | -8% | 49%[activator] | ? | -1% | 15%
COc1ccc(/C=C/C(=O)c2ccccc2)c(OC)c1 | -0.9 | 49%[activator] | -11% | -10% | -10% | 14% | 7% | -8% | 2%
O=C(NCCN1CCc2ccccc2C1)C1CC(=O)N(C2CCCC2)C1 (stereo not drawn) | -0.2 | ? | -7% | 17% | 6% | -6% | -2% | 3% | nt
COc1ccc(S(=O)(=O)NCC2CCCN(Cc3ccccc3Cl)C2)cc1 (stereo not drawn) | -0.4 | 1% | -19% | ? | 1% | 4% | -17% | -3% | -8%
ClCc1csc(N/N=C/c2cccs2)n1 | 0.4 | nt | nt | nt | 4% | 0% | 2% | -9% | nt
COc1ccc2c(C)c(CCC(=O)NCCCN3CCCC3=O)c(=O)oc2c1C | 0.2 | 9% | 19% | -8% | -4% | 37% | -29% | 0% | 4%
CCOC(=O)c1cccc(NC(=O)Cn2c(=O)nc(-c3ccccc3F)c3cc(Cl)ccc32)c1 | 0.2 | ? | -11%[60.1 µM] | -24% | 39%[activator] | nt | 2% | -2% | 10%
Cc1ccc(S(=O)(=O)/N=S(/C)c2ccccc2)cc1 (stereo not drawn) | -1.0 | 13% | -3% | -2% | -3% | -5% | 38% | -6% | -4%
Cc1nnc(NC(=O)C2CCCN(S(=O)(=O)Cc3ccccc3)C2)s1 (stereo not drawn) | -0.6 | 3% | 3% | 35%[activator] | ? | -1% | 7% | 1% | -1%
O=C(Nc1nc(-c2ccc(Cl)cc2Cl)cs1)C1CCCO1 (stereo not drawn) | 0.1 | -12% | -11% | ? | 3% | 0% | 33% | -5% | -4%
Cc1nc(C(C)NC(=O)CCc2nnc(Cc3c[nH]c4ccccc34)o2)cs1 (stereo not drawn) | 1.8 | 43%[activator] | 5% | 11% | -6% | 19% | 9% | -3% | -14%
CC(C)(C)NC(=O)c1cccc2c1OC(C)(C)C2 | 0.0 | 173%[activator] | -12% | -3% | -4% | -1% | -10% | -1% | 9%
CC(NC(=O)c1ccccc1F)c1ccccc1 (stereo not drawn) | 0.4 | -1% | -12% | 9% | -7% | -2% | 18% | -4% | -5%
CCCc1cc(N2CCOCC2)n2nc(C)c(-c3ccccc3)c2n1 | -1.3 | ? | -12% | ? | -3% | 51%[activator] | 0% | -9% | -1%
O=C(Cc1n[nH]c(=O)c2ccccc12)OCC(=O)c1ccccc1 | -0.3 | 15% | -19% | -22% | nt | 9% | nt | nt | -6%
C=CCNC(=O)c1ccc(C(=O)c2ccccc2)cc1 | 0.1 | 6% | -8% | -1% | -10% | 3% | 5% | 0% | 4%
Cc1cccc(NC(=O)CSc2nc3c(oc4ccccc43)c(=O)n2Cc2ccco2)c1 | 0.4 | 4% | 3% | -13% | 2% | nt | 4% | -8% | -6%

Just POLB inh, for some of the entries so far:
SMILES | POLB inh
CN(CCCNC(=O)c1ccc(N2CCCC2=O)cc1)c1ccccc1 | 11%
O=c1c2ccccc2ncn1Cc1cccc2ccccc12 | 1%
CC(=O)c1cccc(CN2CCN(C3CCCCC3)C(CCO)C2)c1 (stereo not drawn) | 14%
COCCNC(=O)c1cc2c(=O)n3cccc(C)c3nc2n(Cc2ccncc2)c1=N | -22%

Laid out differently: entries from further up
> O=C(Nc1nc(-c2ccc(Cl)cc2Cl)cs1)C1CCCO1 (stereo not drawn)
  TRHR agonist: 0.1; POLI inh: -12%; POLK inh: -11%; 12-LOX inh: ?; Anesthetic bind: 3%; APE1 inh: 0%; POLB inh: 33%; BLM helicase inh: -5%; ERG Ets-DNA blk: -4%

> Cc1nc(C(C)NC(=O)CCc2nnc(Cc3c[nH]c4ccccc34)o2)cs1 (stereo not drawn)
  TRHR agonist: 1.8; POLI inh: 43%[activator]; POLK inh: 5%; 12-LOX inh: 11%; Anesthetic bind: -6%; APE1 inh: 19%; POLB inh: 9%; BLM helicase inh: -3%; ERG Ets-DNA blk: -14%

> CC(C)(C)NC(=O)c1cccc2c1OC(C)(C)C2
  TRHR agonist: 0.0; POLI inh: 173%[activator]; POLK inh: -12%; 12-LOX inh: -3%; Anesthetic bind: -4%; APE1 inh: -1%; POLB inh: -10%; BLM helicase inh: -1%; ERG Ets-DNA blk: 9%

> CC(NC(=O)c1ccccc1F)c1ccccc1 (stereo not drawn)
  TRHR agonist: 0.4; POLI inh: -1%; POLK inh: -12%; 12-LOX inh: 9%; Anesthetic bind: -7%; APE1 inh: -2%; POLB inh: 18%; BLM helicase inh: -4%; ERG Ets-DNA blk: -5%

Reprinted at random: 2 records from the list.
SMILES | TRHR agonist | POLI inh | POLK inh | 12-LOX inh | Anesthetic bind | APE1 inh | POLB inh | BLM helicase inh | ERG Ets-DNA blk
O=C(Nc1nc(-c2ccc(Cl)cc2Cl)cs1)C1CCCO1 (stereo not drawn) | 0.1 | -12% | -11% | ? | 3% | 0% | 33% | -5% | -4%
CC(C)(C)NC(=O)c1cccc2c1OC(C)(C)C2 | 0.0 | 173%[activator] | -12% | -3% | -4% | -1% | -10% | -1% | 9%

High-throughput results as filed in PubChem BioAssay.

A portion of the library. The share of hits here may be higher or lower than overall.
